Assay outcomes: PubChem, National Center for Advancing Translational Sciences (NCATS)
KDM5B inh: Primary screen for KDM5B Histone Demethylases FDH-coupled qHTS; Lysine-specific demethylase 5B (Homo sapiens), Q9UGL1; KDM5B demethylase, FDH-coupled NADH fluorescence (FDH is formaldehyde dehydrogenase); Potency, µM (highest dose often 57.7 µM), for the others: top-dose activity change, negative = inhibition, actives largely listed as inhibitors; hit rate 2.6% among 220,000; AID 1347165, 2019; active means well fitted inhibition curve with a large enough effect; inconclusive means small, poorly fitted or top-dose-only effect; inactive means no such curve, though single readings can be large or run the other way; further: 0% is about no effect; nearly all actives have a fitted effect of over 70% in size
Target sequence (Q9UGL1 whole entry, looked up): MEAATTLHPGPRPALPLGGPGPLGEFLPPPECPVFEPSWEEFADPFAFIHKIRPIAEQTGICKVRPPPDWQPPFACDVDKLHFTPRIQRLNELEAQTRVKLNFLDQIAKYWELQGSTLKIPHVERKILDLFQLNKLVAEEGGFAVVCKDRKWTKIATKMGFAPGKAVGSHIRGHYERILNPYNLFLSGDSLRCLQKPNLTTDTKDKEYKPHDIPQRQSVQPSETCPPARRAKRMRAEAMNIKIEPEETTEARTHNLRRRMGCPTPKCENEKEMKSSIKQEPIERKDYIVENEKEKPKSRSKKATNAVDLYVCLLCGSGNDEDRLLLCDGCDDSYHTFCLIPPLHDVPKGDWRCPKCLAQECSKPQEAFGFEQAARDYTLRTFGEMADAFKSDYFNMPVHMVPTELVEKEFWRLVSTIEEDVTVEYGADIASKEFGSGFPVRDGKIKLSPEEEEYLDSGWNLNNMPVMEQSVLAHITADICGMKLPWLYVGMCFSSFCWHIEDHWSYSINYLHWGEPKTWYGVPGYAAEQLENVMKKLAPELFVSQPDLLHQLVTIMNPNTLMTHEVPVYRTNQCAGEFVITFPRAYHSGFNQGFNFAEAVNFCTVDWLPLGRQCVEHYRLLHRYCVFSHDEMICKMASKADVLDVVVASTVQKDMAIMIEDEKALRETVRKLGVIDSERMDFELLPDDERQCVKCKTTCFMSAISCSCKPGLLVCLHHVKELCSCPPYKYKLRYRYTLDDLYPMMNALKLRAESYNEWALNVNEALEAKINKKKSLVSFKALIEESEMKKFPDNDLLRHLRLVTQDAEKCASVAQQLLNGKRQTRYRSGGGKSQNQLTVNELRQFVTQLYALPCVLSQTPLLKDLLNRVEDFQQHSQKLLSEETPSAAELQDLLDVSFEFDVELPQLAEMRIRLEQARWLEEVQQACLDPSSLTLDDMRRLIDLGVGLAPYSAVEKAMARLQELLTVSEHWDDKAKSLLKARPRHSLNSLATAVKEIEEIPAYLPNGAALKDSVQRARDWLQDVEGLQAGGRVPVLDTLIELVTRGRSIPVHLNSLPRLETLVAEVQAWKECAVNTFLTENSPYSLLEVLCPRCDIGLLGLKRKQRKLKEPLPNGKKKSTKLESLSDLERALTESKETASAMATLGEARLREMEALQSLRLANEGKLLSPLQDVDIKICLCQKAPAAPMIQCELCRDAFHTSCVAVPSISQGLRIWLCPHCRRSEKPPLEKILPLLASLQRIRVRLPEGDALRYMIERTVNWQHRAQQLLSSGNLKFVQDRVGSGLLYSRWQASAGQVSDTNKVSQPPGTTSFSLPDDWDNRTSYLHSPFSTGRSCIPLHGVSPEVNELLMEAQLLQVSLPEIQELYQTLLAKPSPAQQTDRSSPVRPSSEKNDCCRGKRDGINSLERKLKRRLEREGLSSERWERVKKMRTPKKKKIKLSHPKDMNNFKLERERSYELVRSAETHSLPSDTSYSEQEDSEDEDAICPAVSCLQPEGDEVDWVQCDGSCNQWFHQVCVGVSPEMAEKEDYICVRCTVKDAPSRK
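Inhibition is measured as reduced NADH fluorescence generation from FDH coupling to formaldehyde release. Truncated KDM5BΔAP at 200 nM final acts on H3K4me3 peptide (12.5 µM in substrate mix) in pH 7.5 HEPES buffer with Tween-20, 30 min, room temperature.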
* hit, by the source's call; ? = inconclusive; & = joins results of further samples; [ ] = remark or other dose. Potency means the concentration at half of the fitted maximal effect.

KDM5B inh | SMILES
38% | CCC1CCCCN1C(=O)c1ccc(OC2CCN(C(=O)COC)CC2)cc1 (stereo not drawn)
-31% | Cc1cccc(C(=O)N2CCC(c3nc4cc(C(F)(F)F)ccc4s3)CC2)n1
12% | O=C(CCc1ncc(-c2c(F)cccc2F)o1)Nc1cccc(F)c1
-10% | CCOC(=O)c1ccc(NC(=O)c2cc3c(n(-c4ccc(C)cc4)c2=O)CC(C)(C)CC3=O)cc1
1%[86.2 µM] | Cc1ccc2c(c1)nc1n2[C@@H](CNC(=O)c2ccccn2)COC1
6% | CCN(Cc1ccccc1)C(=O)c1sc2nc3n(c(=O)c2c1C)CCCC3
1% | O=C(Cn1nc2c(cc1=O)CCCC2)NC1CCN(C(=O)c2cc3ccccc3[nH]2)CC1
-2% | Cc1ccccc1Cn1c(CN(C)Cc2ccccc2)nc2c1c(=O)n(C)c(=O)n2C

An excerpt from above in order of the KDM5B inh value, lowest first:
structure | KDM5B inh
O=C(Cn1nc2c(cc1=O)CCCC2)NC1CCN(C(=O)c2cc3ccccc3[nH]2)CC1 | 1%
CCN(Cc1ccccc1)C(=O)c1sc2nc3n(c(=O)c2c1C)CCCC3 | 6%
CCC1CCCCN1C(=O)c1ccc(OC2CCN(C(=O)COC)CC2)cc1 (stereo not drawn) | 38%

Going on with the list:
KDM5B inh | SMILES
-33% | O=C(O)c1cccnc1CN1CCCC(c2nc(-c3ccccc3)no2)C1 (stereo not drawn)
-16% | CCOc1ccccc1NC(=O)C(=O)c1cc(C)n(-c2ccc(F)cc2)c1C
? | CSc1ccc(/C=N/NC(=O)C2CC2)cc1
-10% | CCN1CCN(C(=O)c2ccccc2NC(=O)c2ccc(Cl)cc2)CC1
33%[activator] | O=C(/C=C/c1cccc(F)c1)NCCCn1ccnc1
? | O=C(NCCn1ccn2nc(-c3ccc(F)cc3)cc2c1=O)c1ccc(F)cc1
-9% | CCc1nc2c(=O)n(CC(=O)NCc3ccc(Cl)cc3)nc(C)c2s1
-7% | CN(CC(=O)Nc1ccccc1Br)C(=O)c1cccnc1Nc1cccc(C(F)(F)F)c1

The results go on:
KDM5B inh | SMILES
1% | CCc1ccc(OCC(=O)N(Cc2ccc(Cl)cc2)C2CCS(=O)(=O)C2)cc1 (stereo not drawn)
? | Fc1ccc(C=Nc2cccc3c(N=Cc4ccc(F)cc4)cccc23)cc1
13%[86.2 µM] | O=C(C1CC1)N1CCn2c(nn(-c3ccc(F)cc3)c2=O)C1
-14% | Cn1ccn2ncc(C(=O)N3CCC(N4CCCC(C(=O)N5CCCC5)C4)CC3)c12 (stereo not drawn)
-22% | O=C(NCC1CCN(c2cc(-c3ccc(F)cc3)[nH]n2)CC1)c1ccc[nH]c1=O
-11% | COc1cccc(Nc2nc(-c3cccc(N4C(=O)c5ccccc5C4=O)c3)cs2)c1
? | CC(C)CCNc1ccc2nncn2n1
-4%[86.2 µM] | COc1ccc(CN2CCOc3nc(-c4ccc(F)cc4F)ncc3C2=O)cc1

Going on with the list.
KDM5B inh | SMILES
-12% | COc1ccc(CCNC(=O)CCCCn2c(=O)c3ccccc3n(Cc3ccc(F)cc3Cl)c2=O)cc1OC
4% | CCc1ncn2ccn(Cc3ccccc3F)c(=O)c12
-14% | CCn1c(SCc2coc(-c3cccs3)n2)nnc1C1CC1
20% | C/C(=N/Nc1ccc(S(=O)(=O)Nc2ccc(C)cc2C)cc1[N+](=O)[O-])c1ccco1
? | Cc1cc(Cl)cc(Cl)c1OCC(=O)Nc1cccc(NC(=O)c2ccco2)c1
4% | COc1ccc(NC(=O)Cn2cccc2-c2nc(-c3ccc4c(c3)OCO4)no2)c(OC)c1
-28% | CCc1noc(-c2ccn3c(CNC(=O)c4cc(Cl)ccc4OC)nnc3c2)n1
23% | O=C(COC(=O)c1ccccc1OCc1ccccc1Cl)c1ccc(C2CCCCC2)cc1

Continued.
KDM5B inh | SMILES
-21% | c1ccc2c(c1)CCCN2CCCNc1ncncn1
-9%[86.2 µM] | CC(=O)Nc1cccc(-c2cn(C)c(=O)n3cc(CN4CCNC(=O)C4)nc23)c1
10% | Nc1nnc(CSCc2ccccc2Cl)s1
-20% | COc1ccc(N2CCN(C(CNC(=O)c3ccc(OC)c(OC)c3)c3cccnc3)CC2)cc1 (stereo not drawn)
11% | O=C(CCc1ncc(-c2ccccc2)o1)N1CCN(C(=O)C2CC2)CC1
-20% | Cn1c(SCC(N)=O)nc2c([nH]c3ccccc32)c1=O
14% | Cc1ccc(S(=O)(=O)N2CCC(C(=O)OC(C)C(=O)N3CCCCCC3)CC2)cc1C (stereo not drawn)
? | N#Cc1cccc(NC(=O)N[C@H]2CO[C@H]3[C@@H]2OC[C@@H]3Nc2nccc(-c3cccc(F)c3)n2)c1

(cont.)
KDM5B inh | SMILES
? | O=c1c2c(CO)c(-c3ccccc3)nn2ccn1Cc1ccc(Br)cc1
15% | CC1CCCN(c2ccc(C(=O)O)cc2NS(=O)(=O)c2ccc(Br)s2)C1 (stereo not drawn)
8% | Cn1c(=O)c(=O)n(C)c2cc(N3CCCC3)c(NC(=O)c3ccccc3F)cc21
13% | Cc1cccc(CS(=O)(=O)Cc2ccc(C#N)cc2)c1
18% | CCCCNc1nc2c(c(=O)n(C)c(=O)n2C)n1CC(O)COc1ccccc1C (stereo not drawn)
14% | CCOc1ccc(CCNC(=O)CCS(=O)(=O)c2ccc(C)cc2)cc1OCC
-25% | CCn1cc(C(=O)N2CCN(c3ccccc3)CC2)c(=O)c2cc(S(=O)(=O)N3CCCC3)ccc21
-10% | CCOc1ccccc1NC(=O)CC1CCCN(c2cn[nH]c(=O)c2)C1 (stereo not drawn)

The listing continues:
KDM5B inh | SMILES
10% | CN(C)S(=O)(=O)c1ccc2oc(SCCOc3ccccc3F)nc2c1
-20% | CC(=O)c1sc(N2C(=O)c3oc4ccccc4c(=O)c3C2c2ccc(C)cc2)nc1C (stereo not drawn)
-25% | O=C(N[C@H]1C[C@@H](CO)N(CCc2ccccc2)C1)c1cccnc1
-9% | COC(=O)c1cc(NCc2ccc(C)cc2)ccc1N1CCOCC1
? | COc1ccc2cc3cc(C(=O)NCc4ccc(C)cc4)oc3nc2c1
-6% | c1ccc2cc(OCCSc3nc4ccccc4o3)ccc2c1
1% | CC(=O)c1ccc(NC(=O)C2CCN(S(=O)(=O)c3c(C)noc3/C=C/c3ccc(C)cc3)CC2)cc1
24% | O=C(CCl)NC1(C(F)(F)F)C(=O)Nc2c1c(=O)[nH]c(=O)n2-c1ccccc1 (stereo not drawn)

In the list so far, these contain two or more sulfur atoms:
KDM5B inh | SMILES
-14% | CCn1c(SCc2coc(-c3cccs3)n2)nnc1C1CC1
10% | Nc1nnc(CSCc2ccccc2Cl)s1
15% | CC1CCCN(c2ccc(C(=O)O)cc2NS(=O)(=O)c2ccc(Br)s2)C1 (stereo not drawn)
10% | CN(C)S(=O)(=O)c1ccc2oc(SCCOc3ccccc3F)nc2c1

The results go on:
KDM5B inh | SMILES
? | COc1ccc2c(c1)CNC2CS(=O)(=O)NCC(C)C (stereo not drawn)
-20% | O=C(c1ccsc1)N1CCN(c2cc(-c3cccs3)[nH]n2)CC1
5% | Clc1ccc(-c2nc(NC3CCCC3)c3ccccc3n2)cc1
-11% | COc1ccc(CCNC(=O)Cn2nc(-c3ccc(OC)cc3)ccc2=O)cc1
-17% | Cc1ccc(C(C)C)cc1OCC(=O)NCc1ccc(Cn2cccn2)cc1
? | O=C(c1cccc(O)c1)N1CC(CNc2ccccc2)C2(C1)CN(c1ccccc1)C2 (stereo not drawn)
-10% | Cc1cc(NC(=O)NCC(c2ccco2)N(C)C)no1 (stereo not drawn)
? | O=C(NCc1ccc2c(c1)OCO2)c1nc(S(=O)(=O)Cc2ccccc2F)ncc1Cl

Remaining list, next part.
KDM5B inh | SMILES
9% | CCn1c(SCC(=O)NCc2ccccc2CN2CCOCC2)nnc1-c1cccc(C)c1
-10% | CC1=C(c2ccc(C)c(C)c2)S(=O)(=O)N=C1N1CCC(C(=O)Nc2cccc(F)c2)CC1
3% | CC(C)(C)NC(=O)N1CC[C@H]2C(=O)NCCCCCN(Cc3cccnc3)[C@@H]2C1
-10% | CSc1ccccc1NC(=O)CN(C)C(=O)CNc1ccc(C(F)(F)F)cc1[N+](=O)[O-]
2% | COc1ccc(OC)c(/C=C2\SC(=S)N(NS(=O)(=O)c3ccc(C)cc3)C2=O)c1
? | COc1ccc2cc(CN3CCC(N(C)C)C3)c(-c3cccc(C)c3)nc2c1 (stereo not drawn)
-4% | COc1ccc(C(=O)N(CC2CC2)CC2CN(C(=O)Nc3ccccc3)CCO2)cc1OC (stereo not drawn)
5% | COc1ccc(CNC(=O)c2cc3n(n2)CC(c2ccc(Cl)cc2)OC3)cc1 (stereo not drawn)

The listing continues.
KDM5B inh | SMILES
-5% | CNc1nc(N)c([N+](=O)[O-])c(N2CCCCCC2)n1
9%[115 µM] | COc1ccccc1C(=O)N1CCC2(COc3ccncc3[S+](=O)([O-])N2)C1 (stereo not drawn)
0% | COc1cc(C(=O)N2CCN(c3cc(-c4ccc(Cl)cc4)[nH]n3)CC2)cc(OC)c1OC
? | COc1ccc2cc(C(=O)NCCC(=O)N(C)C)c(C)nc2c1
? | CCOc1ccc(CNC(=O)c2ncoc2-c2cccs2)cc1
-50% | O=C(Cc1c(F)cccc1Cl)N1CC=C(c2c[nH]c3ncccc23)CC1
25% | Cc1ccc(NC(=O)CC(C)C)cc1
-21% | CC(CC(=O)Nc1ccc(Br)cc1F)S(=O)(=O)c1ccc2c(c1)NC(=O)CO2 (stereo not drawn)

(next part)
KDM5B inh | SMILES
-16%&-7% | Cc1cccc2c(C(=O)O)cc(-c3cccnc3)nc12
1% | Cc1ccccc1CC(=O)N1CC[C@@H]2CN(S(C)(=O)=O)[C@@H]2C1
-17%[86.2 µM] | COc1ccc(-c2noc([C@H](C)O)c2C(=O)NC(C)C)cc1
-4% | Cc1noc(C2CC3(CCN(C(=O)CCc4c[nH]c5ccccc45)CC3)CN2C)n1 (stereo not drawn)
-2% | C=CCNC(=O)c1cc2cc(Cl)ccc2nc1C
-9% | Nc1nnnn1CC(=O)N[C@@H]1COCC[C@@H]1Oc1ccc(F)cc1
-26%[86.2 µM] | Fc1ccc(-c2cnc3n2C[C@H](CNC2CCCC2)OC3)cc1
? | CCOC(=O)C(Cc1ccccc1)NC(=O)CCc1c(C)nc2c(c(C)nn2-c2ccc(C)c(C)c2)c1C (stereo not drawn)

Later entries.
KDM5B inh | SMILES
-8% | O=C(Cc1cccc(C(F)(F)F)c1)NC1(c2ccccc2)CCC1
? | CCCc1noc(-c2cccn3c(CNC(=O)c4ccc(C)cc4C)nnc23)n1
7% | COc1ccc(C)cc1NS(=O)(=O)c1ccc(-c2coc(C)n2)cc1
9% | Cc1ccc2c(CC(=O)Nc3c(C(=O)Nc4cccc(Cl)c4)oc4ccccc34)coc2c1C
-13% | CCOC(=O)C1CCN(C(=O)Cn2ncc3c([nH]c4ccc(C)cc43)c2=O)CC1
-26% | N#Cc1c(N)n(Cc2ccccc2)c(=O)c2cc([N+](=O)[O-])ccc12
-12% | O=C(NC1C[C@H]2CC[C@@H](C1)N2C(=O)c1ccn[nH]1)c1ccncc1 (stereo partly drawn)
6% | Cc1nn(-c2ncnc3nc[nH]c23)c2c1C(c1c(F)cccc1F)CC(=O)N2 (stereo not drawn)

(list continues)
KDM5B inh | SMILES
? | O=C1c2nc3cc(-c4ccco4)[nH]n3c(=O)c2CN1Cc1ccccc1
-8% | O=C(COc1ccc(Cl)cc1)Nc1cc(-c2ccccc2)no1
-15% | O=C(NN=C(Cc1ccccc1)Cc1ccccc1)c1ccncc1
? | CCOc1ccc(NC(=O)C(=O)c2cc(C)n(-c3cc(C)cc(C)c3)c2C)cc1
? | COc1ccc(-c2cc(NCCO)nc3[nH]ccc23)cc1C(F)(F)F
? | CC(C)Oc1cccc(-c2nc(C(=O)NCc3ccc(F)cc3)cs2)c1
0% | COc1ccccc1N1CCN(C2CCCN(C(=O)c3csc(C)n3)C2)CC1 (stereo not drawn)
? | Cc1ccc(CN2C[C@@H]3C[C@H]2C(=O)N(CC2CC2)c2ccccc2O3)cc1

(list continues)
KDM5B inh | SMILES
? | O=C(Cc1ccc(NC(=O)N2CCSc3ncccc32)cc1)NCCc1ccccc1
-19% | C=C(C)CSC1=C(C#N)C(c2sccc2C)CC(=O)N1 (stereo not drawn)
-13% | Fc1cccc(Nc2nc(NC3CCCC3)nc3c2cnn3-c2ccccc2)c1
4% | c1ccc(CNCC2CCNCC2)cc1
? | O=C(c1cnccn1)N1CCCC2(COc3ccccc3[S+](=O)([O-])N2)C1 (stereo not drawn)
25% | Cc1ccccc1CC(=O)N1CCC[C@H]1c1nc(-c2ccccc2)no1
-13% | CC(C)c1ccc(S(=O)(=O)N2CCC(C(=O)Nc3nc4c(s3)CCC4)CC2)cc1
19% | CC(C)CC(=O)Nc1ccc(OCc2cc(=O)n3ccsc3n2)cc1
24% | CCOC(=O)CC1C(=O)NCCN1S(=O)(=O)c1cccc(C(F)(F)F)c1 (stereo not drawn)
? | Fc1cc(Br)ccc1N=Cc1ccc2ncccc2c1
20% | NC(=O)CN1CCC(C(=O)N2C[C@@H](C(=O)O)[C@H](c3ccccc3)C2)CC1

Reprinted at random: seven compounds from above.
KDM5B inh | SMILES
-19% | C=C(C)CSC1=C(C#N)C(c2sccc2C)CC(=O)N1 (stereo not drawn)
? | O=C(Cc1ccc(NC(=O)N2CCSc3ncccc32)cc1)NCCc1ccccc1
20% | NC(=O)CN1CCC(C(=O)N2C[C@@H](C(=O)O)[C@H](c3ccccc3)C2)CC1
? | Fc1cc(Br)ccc1N=Cc1ccc2ncccc2c1
24% | CCOC(=O)CC1C(=O)NCCN1S(=O)(=O)c1cccc(C(F)(F)F)c1 (stereo not drawn)
-13% | Fc1cccc(Nc2nc(NC3CCCC3)nc3c2cnn3-c2ccccc2)c1
-13% | CC(C)c1ccc(S(=O)(=O)N2CCC(C(=O)Nc3nc4c(s3)CCC4)CC2)cc1

The list is partial, so the mix of outcomes need not match the whole.
